# Screening results (PubChem BioAssay)
# Pin1 inh = qHTS Assay to Find Inhibitors of Pin1 | Peptidyl-prolyl cis-trans isomerase NIMA-interacting 1 (Homo sapiens), Q13526 | Pin1 FP peptide displacement, HiFluor488, 10 min | Potency, µM (doses to about 115 µM), without a hit: top-dose activity, negative = inhibition, hits mostly inhibitors | hit rate 0.009% among 390,000 | AID 504891, 2011; active means well fitted inhibition curve with a large enough effect in the polarisation, with a control signal flat, not every such curve was filed as active; inconclusive means small, poorly fitted or top-dose-only effect, or effect the other way, or a change in a side signal; inactive means no such curve, though single readings can be large or run the other way; the % refers to the polarisation; further: potency means the concentration at half of the fitted maximal effect; on the % scale 0 is the no-effect control and ±100 the full control effect
# Target sequence (Q13526 whole entry, looked up): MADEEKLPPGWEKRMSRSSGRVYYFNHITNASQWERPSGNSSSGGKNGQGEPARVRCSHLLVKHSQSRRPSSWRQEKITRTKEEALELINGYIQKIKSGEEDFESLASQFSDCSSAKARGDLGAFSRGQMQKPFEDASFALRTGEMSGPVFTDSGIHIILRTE
# GLS inh = qHTS for Inhibitors of Glutaminase (GLS) | GLS enzymatic activity, qHTS titration | AID 624170, 2012 | Potency, µM (series often up to 45.5 µM), without a hit: top-dose activity change, negative = inhibition, most hits filed as inhibitors | hit rate 0.21% among 410,000 | Glutaminase kidney isoform, mitochondrial (Homo sapiens), O94925; further: potency means the concentration at half of the fitted maximal effect; on the % scale 0 is the no-effect control and ±100 the full control effect
#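 Coupled fluorescence readout: glutamate oxidase/HRP/Amplex Red detect glutamate formed by hKGA from L-glutamine (1 mM solution added). Buffer 45 mM KH2PO4 pH 8.2, 0.02% Tween-20; reads at t0 and 30 min RT.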
# BAZ2B inh = qHTS Assay for Inhibitors of BAZ2B; Bromodomain adjacent to zinc finger domain protein 2B (Homo sapiens), Q9UIF8; AlphaScreen BAZ2B-H3K14Ac peptide displacement; Potency, µM (series often up to 114 µM), inactives show top-dose activity change, negative = inhibition, hits mostly inhibitors; hit rate 4.4% among 360,000; further: potency means the concentration at half of the fitted maximal effect; on the % scale 0 is the no-effect control and ±100 the full control effect; nearly all actives have a fitted effect of over 60% in size
#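 Protein-peptide AlphaScreen: BAZ2B 50 nM, b-H3K14Ac 50 nM, 1x PBS pH 7.4 + 0.01% Tween-20. Preincubation 30 min RT; cpd 30 min RT (top 110 uM); beads 20 min RT, light-protected.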
# PGK inhibitor = qHTS Assay to Find Inhibitors of Phosphoglycerate Kinase | Potency, µM (doses to about 57.5 µM), for inactives: at the top dose activity change, negative = inhibition, most hits filed as inhibitors | hit rate 0.043% among 380,000 | PGK/GAPDH coupled, Kinase-Glo luminescence, 60 min | AID 602233, 2012 | Phosphoglycerate kinase, glycosomal (Trypanosoma brucei brucei), P07378; further: potency means the concentration at half of the fitted maximal effect; on the % scale 0 is the no-effect control and ±100 the full control effect; nearly all actives have a fitted effect of over 60% in size
#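 Luminescent ATP detection (Kinase-Glo Plus) follows a 60-minute room-temperature incubation, with wells lacking PGK as controls. Buffer: 100 mM TEA (pH 7.6), 5 mM MgCl2, 0.01% Tween-20. Coupling enzyme GAPDH (100 nM final) supplies unstable 1,3-BPG in-well.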
# ERG-DNA inh = qHTS for Small Molecule Inhibitors of the ERG Ets/DNA interaction | fluorescence polarization, His-ERG Ets domain / labelled DNA | AID 624246, 2012 | Potency, µM (top dose mostly 76.9 µM), without a hit: top-dose FP activity, negative = inhibition, usual class: inhibitors | Transcriptional regulator ERG (Homo sapiens), P11308 | hit rate 0.028% among 370,000; active means well fitted inhibition curve with a large enough effect in the polarisation, with a control signal flat; inconclusive means small, poorly fitted or top-dose-only effect, or effect the other way, or a change in a side signal; inactive means no such curve, though single readings can be large or run the other way; the % refers to the polarisation;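 further: polarization taken with two DNA probes labelled with fluorescein and Texas red; potency means the concentration at half of the fitted maximal effect; % of control where 0% means no effect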
#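 His-tagged ERG Ets domain (1 uM in the protein solution; 300mM KCl, 50mM Tris-HCl, 1mM EDTA, 1mM DTT, pH 7.5) received compound, then a probe mix of 5 nM fluorescein-DNA and 100nM Texas-615-DNA. Fluorescence polarization was read for both dyes.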
# HP1b chromo inh = HTS for Inhibitors of HP1-beta Chromodomain Interactions with Methylated Histone Tails; AlphaScreen HP1-beta / biotin-H3K9me3 peptide binding; Potency, µM (titrated, usually from 114 µM), for inactives: at the top dose activity change, negative = inhibition, actives largely listed as inhibitors; hit rate 0.56% among 390,000; AID 540317, 2011; further: potency means the concentration at half of the fitted maximal effect; nearly all actives have a fitted effect of over 70% in size; inactives centre near 23
#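 Compound inhibition of the preformed complex between 50 nM HP1-beta and 50 nM biotinylated H3K9me3 peptide was read by AlphaScreen. Buffer was PBS pH 7.4 with 0.01% Tween-20. Incubations ran 30 min at room temperature, with 10 ug/mL donor/acceptor beads.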
# G9a inh = qHTS Assay for Inhibitors of Histone Lysine Methyltransferase G9a | Potency, µM (doses to about 102 µM), for inactives: at the highest dose activity, negative = inhibition, hits mostly inhibitors | Histone-lysine N-methyltransferase EHMT2 (Homo sapiens), Q96KQ7 | hit rate 8.8% among 350,000 | G9a H3K9 monomethylation, AlphaScreen, 2 h | AID 504332, 2011; further: potency means the concentration at half of the fitted maximal effect; on the % scale 0 is the no-effect control and ±100 the full control effect; nearly all actives have a fitted effect of over 75% in size
# Target sequence (Q96KQ7 913-1193 limits assumed): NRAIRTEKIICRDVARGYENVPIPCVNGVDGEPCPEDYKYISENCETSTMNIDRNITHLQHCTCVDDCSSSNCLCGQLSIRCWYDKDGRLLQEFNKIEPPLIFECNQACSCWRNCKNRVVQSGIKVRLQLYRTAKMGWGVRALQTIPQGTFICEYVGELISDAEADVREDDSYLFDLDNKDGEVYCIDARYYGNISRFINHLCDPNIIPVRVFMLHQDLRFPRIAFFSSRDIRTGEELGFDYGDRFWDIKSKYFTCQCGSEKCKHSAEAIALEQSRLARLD
#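 Compounds were preincubated with 20 nM G9a for 15 min, after which biotinylated H3K9 peptide (500 nM) and SAM (20 uM) started a 2 h room-temperature reaction. Monomethylated product was quantified by antibody-based AlphaScreen chemiluminescence.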
# JMJD2A Tudor = qHTS Assay for Inhibitors of JMJD2A-Tudor Domain. AlphaScreen JMJD2A-Tudor / H3K4me3 peptide binding. Potency, µM (top dose mostly 114 µM), for inactives: at the top dose activity change, negative = inhibition, actives largely listed as inhibitors. Lysine-specific demethylase 4A (Homo sapiens), O75164. hit rate 4.4% among 390,000; further: potency means the concentration at half of the fitted maximal effect; on the % scale 0 is the no-effect control and ±100 the full control effect; nearly all actives have a fitted effect of over 50% in size
# PI4K2A block = qHTS for small molecular inhibitors of PI4K2A | Phosphatidylinositol 4-kinase type 2-alpha (Homo sapiens), Q9BTU6 | purified PI4K2A, ADP-Glo luminescence, 1 h; stronger effect = lower value | activity change, negative = inhibition, % at 76.9 µM | hit rate 0.13% among 420,000; in the data active means activity change below about -50%; inconclusive means mostly about -30% to -49%;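 further: -100% = wells without enzyme as full effect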
# Target sequence (Q9BTU6 whole entry, looked up): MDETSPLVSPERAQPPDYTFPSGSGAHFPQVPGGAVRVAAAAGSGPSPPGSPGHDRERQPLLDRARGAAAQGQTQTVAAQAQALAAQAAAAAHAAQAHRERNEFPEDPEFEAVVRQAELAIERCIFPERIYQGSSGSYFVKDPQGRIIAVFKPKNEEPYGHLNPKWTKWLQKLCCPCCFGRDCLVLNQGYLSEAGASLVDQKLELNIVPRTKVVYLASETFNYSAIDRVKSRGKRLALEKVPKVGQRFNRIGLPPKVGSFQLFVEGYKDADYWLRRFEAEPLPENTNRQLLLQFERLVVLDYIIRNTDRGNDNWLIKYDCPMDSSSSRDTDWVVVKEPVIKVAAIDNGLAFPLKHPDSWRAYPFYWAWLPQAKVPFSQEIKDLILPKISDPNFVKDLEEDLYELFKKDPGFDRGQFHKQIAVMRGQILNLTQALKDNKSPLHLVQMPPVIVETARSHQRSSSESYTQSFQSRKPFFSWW
#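 PI4K2A activity was measured by ADP-Glo luminescence: enzyme (4 ug/mL stock) and phosphatidylinositol (1.2 mM stock) in Tris pH 7.5/MgCl2/EGTA/Triton X-100 buffer were reacted with ATP (300 microM stock) for one hour at ambient temperature.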
# * = called active by the depositor; i = inactive; ? = inconclusive; nt = no result given; [ ] = remark or other dose. Unless noted, the call rests on the fitted dose curve; in most records, active means well fitted curve in the direction sought with a large enough effect; inconclusive means small, poorly fitted or top-dose-only effect, or another doubt; inactive means no such curve, though single readings can be large; an effect the other way counts as inactive or inconclusive.
# The first three entries, ahead of the listing:
Structure | Pin1 inh | GLS inh | BAZ2B inh | PGK inhibitor | ERG-DNA inh | HP1b chromo inh | G9a inh | JMJD2A Tudor | PI4K2A block
CN(CCc1ccccn1)C(=O)CCC1CCCN(C(=O)c2c(F)ccc(F)c2F)C1 (stereo unspecified) | -7% | 2% | 16% | -9% | 12% | 17% | nt | -14% | -8
O=C(NCCCN1CCCC1=O)c1cc2c(s1)CCCCC2 | 0% | 0% | 0% | 7% | 1% | 25% | 17%[59 µM] | -4% | 1
CS(=O)(=O)Nc1cccc(C2=NN(C(=O)c3ccco3)C(c3ccco3)C2)c1 (stereo unspecified) | 2% | 13% | -1% | -6% | 4% | -3% | nt | ? | 4

# This part in full, repeating the preview:
Structure | Pin1 inh | GLS inh | BAZ2B inh | PGK inhibitor | ERG-DNA inh | HP1b chromo inh | G9a inh | JMJD2A Tudor | PI4K2A block
CN(CCc1ccccn1)C(=O)CCC1CCCN(C(=O)c2c(F)ccc(F)c2F)C1 (stereo unspecified) | -7% | 2% | 16% | -9% | 12% | 17% | nt | -14% | -8
O=C(NCCCN1CCCC1=O)c1cc2c(s1)CCCCC2 | 0% | 0% | 0% | 7% | 1% | 25% | 17%[59 µM] | -4% | 1
CS(=O)(=O)Nc1cccc(C2=NN(C(=O)c3ccco3)C(c3ccco3)C2)c1 (stereo unspecified) | 2% | 13% | -1% | -6% | 4% | -3% | nt | ? | 4
CC(NC(=O)CSc1nc2ccccc2n1C)c1ccccc1 (stereo unspecified) | 0% | 9% | 3% | 5% | -1% | 6% | 4% | -9% | 5
CCC(C)[C@H]1CNCCN1CCc1cccc2ccccc12 (stereo partly specified) | 2% | 1% | ? | ? | 1% | 0% | 18%[2.33 µM] | 56µM* | -2
COc1ccc(S(=O)(=O)NCc2csc(C)n2)cc1 | -8% | 8% | 11% | -6% | 2% | 14% | 10%[59 µM] | -12% | 9
Cc1c(N(C(=O)Cc2cccs2)C2(C(=O)NC3CCCC3)CCCCC2)c(=O)n(-c2ccccc2)n1C | 5% | -2% | -17% | i | 5% | 3% | 26%[59 µM] | -14% | 1
CC1(OC(=O)C2CCCC2)C(=O)C=C2C=C3CCCCN3C=C2C1=O (stereo unspecified) | ? | -19% | -11% | -5% | 0% | -2% | 14%[12.7 µM] | -31% | -14
Cc1cc(=O)[nH]c(SCC(=O)Nc2cccc(S(=O)(=O)N3CCOCC3)c2)n1 | -11% | 7% | -3% | -8% | -5% | 11% | -13%[59 µM] | -13% | -2
COCCN(C(=O)COc1ccccc1C#N)c1c(N)n(Cc2ccccc2)c(=O)[nH]c1=O | ? | -4% | -6% | -3% | 3% | -5% | 3%[0.501 µM] | -20% | 0
CCOC(=O)C1CCN(S(=O)(=O)c2cccc(-c3cn4cccc(C)c4n3)c2)CC1 | 0% | 1% | -35% | 7% | -3% | 25% | -3%[12.7 µM] | -19% | 9
Cc1ccccc1OCc1nnc2n1CC(C)S2 (stereo unspecified) | -3% | -3% | -6% | 0% | -1% | 51%[activator] | -4%[59 µM] | -6% | -4
CCOc1ccc(NC(=O)CN2CCN(CC(=O)Nc3cccc(F)c3)CC2)cc1 | 7% | 1% | 0% | -4% | -3% | 32%[activator] | ? | 10% | 2
O=C(COc1ccc(Cl)cc1)Nc1cc2c3c(c1)CC(=O)N3CCC2 | 5% | 28% | 4% | i | -6% | 13% | ? | -18% | 1
COC(=O)CSc1nc2c(c(=O)n(C)c(=O)n2C)n1CCCc1ccccc1 | -10% | -3% | 14% | -9% | -1% | 19% | -10%[59 µM] | 6% | -2
OCC(CO)(CO)N=Cc1cc(Br)ccc1O | -8% | 18% | -4% | i | 2% | 14% | -5%[59 µM] | -15% | 1
O=C(c1ccc(F)cc1)c1ccc(N2CCCCC2)cc1 | 3% | 2% | 39%[activator] | -4% | 1% | 137%[activator] | 105%[activator] | 72%[activator] | 2
CC1(c2ccc3noc(-c4ccccc4)c3c2)OCCO1 | 5% | 9% | 5% | -5% | -4% | 19% | -1%[12.7 µM] | -5% | 0
C=CCN(CC=C)C(=S)NC(=O)c1ccc(C)c(Br)c1 | -4% | -14% | ? | -1% | -7% | -6% | 3%[59 µM] | -31% | 4
COc1ccc(-n2c(=O)c3c4c(sc3n(Cc3ccccc3)c2=O)CN(C(C)=O)CC4)cc1OC | 8% | 2% | 0% | 1% | 1% | 7% | -2%[59 µM] | -29% | -1
Cc1ccc(NC(=O)CN(C)C(=O)Cn2c(=O)oc3ccccc32)cc1 | 35%[activator] | 1% | 12% | -7% | 14% | 28% | 14%[59 µM] | -13% | 1
CC(=O)NCCN1C(=O)S/C(=C\c2cccs2)C1=O | 1% | -5% | ? | i | -24% | 15% | ? | -16% | -1
Cc1ccc(C(=O)N2C(CC(=O)Nc3ccc(Cl)cc3)C(=O)NC3CCCCC32)cc1 (stereo unspecified) | -4% | -13% | ? | 0% | -14% | 31% | nt | 1% | -3
COc1cccc(C(=O)N2CCN(Cc3ccc(OC)cc3OC)CC2)c1 | 1% | 4% | 25µM* | 7% | -1% | ? | 7.9µM* | 13µM* | 9

# Going on with the list:
smiles	Pin1 inh	GLS inh	BAZ2B inh	PGK inhibitor	ERG-DNA inh	HP1b chromo inh	G9a inh	JMJD2A Tudor	PI4K2A block
C/C(=N/NC(=O)c1ccc(Cl)s1)c1ccc(NC(=O)COc2ccc(Cl)cc2)cc1	1%	-1%	7%	3%	-3%	35%[activator]	6%[12.7 µM]	13%	-14
COC(=O)c1cc(NC(=O)CN2CCc3cc4c(cc3C2)OCCCO4)cc(C(=O)OC)c1	-5%	5%	-33%	-2%	-4%	15%	13%	-19%	1
CCCCn1c(N)c(N(CC(C)C)C(=O)c2c(CC)noc2C)c(=O)[nH]c1=O	-1%	3%	28%	2%	-4%	14%	-3%	-4%	2
COc1ccc(OC)c(S(=O)(=O)N2CCCC(C(=O)N3CCCCCC3)C2)c1 (stereo unspecified)	-12%	5%	-2%	3%	-1%	7%	11%	-15%	5
O=C(NC(Nc1nc2ccc([N+](=O)[O-])cc2s1)(C(F)(F)F)C(F)(F)F)c1cccnc1	15%	3%	-32%	-7%	4%	11%	?	-22%	4
Cc1cc(C)c(OCC(=O)OCC(=O)NCC2CCCCC2)c(C)c1	5%	2%	9%	-2%	14%	26%	0%	-3%	1
COc1ccc(OC)c(S(=O)(=O)Nc2cc3c4c(c2)CCC(=O)N4CCC3)c1	3%	6%	-2%	i	4%	30%	-42%	-5%	5
CCOc1ccc(C(CC(=O)O)NC(=O)c2cccs2)cc1 (stereo unspecified)	-13%	6%	19%	i	6%	47%[activator]	-5%	-16%[57.1 µM]	-3
Cc1cccc(NS(=O)(=O)c2ccc3c(c2)OCC(C(=O)N2CCCC2)O3)c1C (stereo unspecified)	-2%	12%	-14%	i	4%	13%	5%[59 µM]	-14%	-2
COc1ccc(NC(=O)Nc2cc(C)ccc2OC)cc1	-2%	0%	-3%	-6%	-3%	30%	-11%[12.7 µM]	-24%	-7
O=C(Oc1ccc(Nc2ncnc3ccccc23)cc1)c1cccnc1	10%	7%	-18%	nt	-8%	64%[activator]	?	-6%	-2
Cn1cc(CN2CCCC(C(=O)c3ccc(-c4ccccc4)cc3)C2)cn1 (stereo unspecified)	-2%	1%	-17%	-4%	-4%	34%	-3%	-19%	-3
COc1cc(C(=S)N2CCCC2)ccc1O	3%	23%	-6%	18%	-3%	-26%	14µM*	-1%	5
Cc1c(C(=O)NCc2ccccc2F)oc2ccccc12	-7%	4%	?	-11%	6%	71%[activator]	64%[activator]	-2%	0
Cc1cc(C)cc(OCC(=O)N(Cc2ccccc2)C2CCS(=O)(=O)C2)c1 (stereo unspecified)	0%	3%	10%	-7%	3%	9%	-17%	-10%	0
CCCCOC(=O)c1nnc(-c2ccc(Cl)cc2)o1	0%	21%	5%	2%	-1%	50%[activator]	29%[59 µM]	8%	1
COc1ccc(CC(=O)OCC(=O)NCc2ccccc2Cl)cc1	2%	1%	-1%	6%	-1%	29%	1%	-4%	6
Cc1ccc(N(CCC#N)C(=O)CCl)cc1C	-4%	-4%	5%	8%	2%	41%[activator]	0%	-8%	6
